Bioassay records (PubChem)
TDP1 inh: inhibitors of human tyrosyl-DNA phosphodiesterase TDP1; Q9NUW8; recombinant TDP1, AlphaScreen DNA substrate cleavage; Potency, µM (highest dose often 130 µM), without a hit: top-dose activity change, negative = inhibition, usual class: inhibitors; 0.28% of 350,000 active; AID 485290; active = well fitted inhibition curve with a large enough effect; note: nearly all actives have a fitted effect of over 40% in size
Target sequence (Q9NUW8 whole entry, looked up): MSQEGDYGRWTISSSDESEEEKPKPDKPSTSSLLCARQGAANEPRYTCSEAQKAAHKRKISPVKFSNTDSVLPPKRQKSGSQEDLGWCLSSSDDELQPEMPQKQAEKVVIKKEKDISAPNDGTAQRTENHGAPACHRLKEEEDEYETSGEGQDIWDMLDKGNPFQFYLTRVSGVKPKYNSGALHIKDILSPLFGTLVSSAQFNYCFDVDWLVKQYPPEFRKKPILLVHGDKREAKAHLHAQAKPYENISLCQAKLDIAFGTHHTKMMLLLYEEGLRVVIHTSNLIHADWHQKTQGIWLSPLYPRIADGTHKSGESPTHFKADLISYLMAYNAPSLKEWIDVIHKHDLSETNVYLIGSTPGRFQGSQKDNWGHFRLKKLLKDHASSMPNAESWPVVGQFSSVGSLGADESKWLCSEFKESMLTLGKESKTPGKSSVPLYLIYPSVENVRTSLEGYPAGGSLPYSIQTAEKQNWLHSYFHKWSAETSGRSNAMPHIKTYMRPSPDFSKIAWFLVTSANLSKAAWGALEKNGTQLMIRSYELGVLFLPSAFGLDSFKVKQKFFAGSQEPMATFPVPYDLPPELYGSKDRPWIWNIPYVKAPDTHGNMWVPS
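Signal: AlphaScreen proximity between streptavidin donor and anti-FITC acceptor beads on intact substrate. Reaction: Tdp1 1 nM, substrate 15 nM final, 5 min RT after 15 min compound preincubation.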
The depositor's hits bear a star; & = joins results of further samples; [ ] = remark or other dose. % is set by controls: 0 for no effect and ±100 for the full control effect; potency is the fitted concentration of half-maximal effect.

SMILES	TDP1 inh
O=C(O)CCl	7%
C[C@H]1CN(C2CCC(C#N)(c3ccc(F)cc3)CC2)CC[C@@]1(C(=O)O)c1ccccc1 (some centres undefined)	2%[56.1 µM]
CNCC(N)C(=O)O (centres undefined)	28%
CC(C)(C)[C@]1(O)C[C@@H]2OC(=O)CC23C(=O)O[C@@H]2OC(=O)[C@H](O)C231 (some centres undefined)	7%
CCCBr	7%
Cc1[nH]c2ccc(Cl)cc2c1C1=CCNCC1	11%
CC(C)(C#CCCCCC#CC(C)(C)[N+](C)(C)C)[N+](C)(C)C	4%
COc1cc2c(cc1O)C(CCc1ccc(Cl)cc1)N(C)CC2 (centres undefined)	10%
O=C1NC(=O)C(=C/C=C/c2coc3ccc(Br)cc3c2=O)C(=O)N1	0%
CCN(CC)CCCCN1c2ccccc2Oc2ccc(Cl)cc21	15%
CC(C)(C)NC[C@H](O)c1cc(Cl)c(N)c(Cl)c1	12%[21 µM]
CC(Cc1ccccc1)N(C)C (centres undefined)	2%
S=P(c1ccccc1)(c1ccccc1)c1c[n+](Cc2ccccc2)c2ccccn12	-18%
ClCC(Cl)Cl	2%
Cn1cc2c([N+](=O)[O-])cc([N+](=O)[O-])cc2n1	-4%
CCC[CH2][Sn]([Cl])([Cl])[Cl]	4%
CCCCC/C=C\C/C=C\C/C=C\CCCCC(=O)NCCO	2%
Cc1ccc2ccccc2c1C	6%
CC(C)C[C@H]1C(=O)N2CCC[C@@H]2[C@@]2(O)O[C@](NC(=O)[C@@H]3C=C4c5cccc6[nH]cc(c56)C[C@@H]4N(C)C3)(C(C)C)C(=O)N12	15%[21 µM]
CCN1C[C@]2(C)CCC(OC)[C@@]34C5C[C@@H]6CC[C@@](O)(C5C(=O)O6)[C@@H](C(O)C23)[C@@H]14 (some centres undefined)	6%
O=C1C=C2C=C[C@H]3C[C@@]2(O1)[C@H]1CCCCN31	10%[21 µM]
C[C@@H]1OC=C2[C@@H](O)[C@H]3O[C@H]3C(=O)[C@@]23[C@H]1[C@H]1C2=C([C@@H](O)[C@H]4O[C@@H]4C2=O)[C@@H]3O[C@@H]1C	-1%[21 µM]
CCCc1cc2c(n1Cc1ccco1)C(C)C1CN(C(=O)c3ccccc3)C(C)(C(=O)OC)C21 (centres undefined)	-1%
C=CC(=C)C	12%
CN(C)CCc1nc2ccccc2c(=O)n1-c1ccccc1	5%
Cc1cccc([C@H](C)c2cnc[nH]2)c1C	5%
C[C@@]12CC[C@H]3[C@@H](CC[C@]4(O)C[C@H](O)CC[C@@]34C=O)[C@]1(O)CC[C@@H]2C1=CC(=O)OC1	14%[21 µM]
C=CCCl	9%
CC(C)(C)C(O)(CCc1ccc(Cl)cc1)Cn1cncn1 (centres undefined)	0%
C=CC(=O)OCCN(C)C	9%
CC(C)CCNC(=O)CNC(=O)[C@@H](C)NC(=O)[C@@H](N)Cc1ccc(O)cc1	9%
C[C@@H]1O[C@H](C[N+](C)(C)C)CS1	4%[56.1 µM]
CCCCCn1c(=O)c(C(=O)Nc2ccncc2)c(O)c2ccccc21	3%
Oc1cc2c(cc1O)[C@H]1c3ccccc3CNC1CC2 (some centres undefined)	4%
COC(C(=O)C(O)C(C)O)C1Cc2cc3cc(OC4CC(OC5CC(O)C(OC)C(C)O5)C(OC(C)=O)C(C)O4)c(C)c(O)c3c(O)c2C(=O)C1OC1CC(OC2CC(OC3CC(C)(O)C(OC(C)=O)C(C)O3)C(O)C(C)O2)C(O)C(C)O1 (centres undefined)	13%
CCCCC/C=C\C/C=C\CCCCCCCCCC(=O)NCCO	3%
CC(=O)OC[C@H](N)C(=O)c1ccccc1	6%
CC(C)(Cl)Cl	3%
C[C@@]12CC[C@H](O)C[C@@H]1CC[C@H]1[C@@H]2C[C@@H](O)[C@]2(C)[C@@H](C3=CC(=O)OC3)CC[C@]12O	11%[21 µM]
CCCCC/C=C\C/C=C\C/C=C\C/C=C\CCCC(=O)NC(C)C(=O)O (centres undefined)	4%
N#CCCC#N	18%
CN1[C@H]2CC(=O)C[C@@H]1[C@@H](O)C2	6%[21 µM]
C[C@]12O[C@H](C[C@@]1(O)C(=O)O)n1c3ccccc3c3c4c(c5c6ccccc6n2c5c31)CNC4=O	8%
C[C@]12CC[C@H](OS(=O)(=O)O)CC1=CCC1C2CC[C@]2(C)C(=O)CC[C@@H]12 (some centres undefined)	4%[56.1 µM]
Clc1nc(Cl)nc(Cl)n1	0%
CC(=O)[C@H]1CC[C@H]2C3CC[C@H]4C[C@](C)(O)CC[C@]4(C)C3CC[C@]12C (some centres undefined)	4%
C=C(C)C1CCC(C)=CC1c1c(O)cc(O)cc1CCCCC (centres undefined)	-2%
O=C(N[C@@H]1CN2CCC1CC2)c1cc(Cl)cc2[nH]cnc12	4%

3 compounds picked at random from those above, as already listed:
SMILES	TDP1 inh
C[C@H]1CN(C2CCC(C#N)(c3ccc(F)cc3)CC2)CC[C@@]1(C(=O)O)c1ccccc1 (some centres undefined)	2%[56.1 µM]
C=CCCl	9%
O=C(O)CCl	7%

Looked up above.
`C=C(C)C1CCC(C)=CC1c1c(O)cc(O)cc1CCCCC` (centres undefined) in TDP1 inh: -2%
`N#CCCC#N` in TDP1 inh: 18%
`CC(=O)[C@H]1CC[C@H]2C3CC[C@H]4C[C@](C)(O)CC[C@]4(C)C3CC[C@]12C` (some centres undefined) in TDP1 inh: 4%
`CCCCC/C=C\C/C=C\C/C=C\C/C=C\CCCC(=O)NC(C)C(=O)O` (centres undefined) in TDP1 inh: 4%
`Clc1nc(Cl)nc(Cl)n1` in TDP1 inh: 0%
`O=C(N[C@@H]1CN2CCC1CC2)c1cc(Cl)cc2[nH]cnc12` in TDP1 inh: 4%
`C[C@@]12CC[C@H](O)C[C@@H]1CC[C@H]1[C@@H]2C[C@@H](O)[C@]2(C)[C@@H](C3=CC(=O)OC3)CC[C@]12O` in TDP1 inh: 11%[21 µM]

Going on with the list:
SMILES	TDP1 inh
CCC[N+](=O)[O-]	5%
CC(=O)OCC(=O)[C@@H]1CC[C@H]2[C@H]3CC[C@H]4C[C@@H](O)CC[C@]4(C)[C@@H]3C(=O)C[C@@]12C	11%[21 µM]
CN1CCC23CCCC[C@H]2C1Cc1ccc(O)cc13 (some centres undefined)	10%[56.1 µM]
C=C/C(=C/C(=O)C[C@H](C)C[C@@H](C)CC[C@H](O)[C@H](C)C(=O)C[C@@H](O)[C@H](C)[C@@H](C)OC(=O)C[C@@H](O)C1=C(C)C(=O)OC1=O)CC	-9%[21 µM]
COc1ccc(C(=O)OC2C[C@H]3CC[C@@H](C2)N3C)cc1OC (some centres undefined)	4%[21 µM]
CCCCC/C=C\C/C=C\C/C=C\C/C=C\CCCC(=O)Nc1ccc(O)cc1C	11%&9%
NCC[C@H](NC(=O)[C@@H](N)CCCN=C(N)N[N+](=O)[O-])C(N)=O	12%
COC(=O)C12CC3=CCC4C(=O)N(c5ccccc5)C(=O)C4C3Cc3ccccc3[C@@H]1CNC2=O (some centres undefined)	6%
NC1CC1c1ccccc1 (centres undefined)	2%
CCOc1cc(OP(=S)(OC)OC)nc(CC)n1	7%
O=P(O)(O)C#Cc1ccccc1	5%
C[C@]12CC[C@@H]3[C@@H](CCC4=CC(=O)CC[C@@H]43)[C@@H]1CC[C@@H]2OC(=O)CCc1ccccc1	3%
COC(=O)C12CC3=CC(CC3=O)Cc3ccccc3[C@@H]1CNC2=O (some centres undefined)	4%
CC(C)[C@@]1(NC(=O)[C@@H]2C=C3c4cccc5[nH]cc(c45)C[C@H]3N(C)C2)O[C@@]2(O)[C@@H]3CCCN3C(=O)[C@H](Cc3ccccc3)N2C1=O	3%
CCCC/C=C/[C@@H](NP(=O)(c1ccccc1)c1ccccc1)c1ccccc1OC	4%
C[C@@H]1CC[C@H]2[C@@H](C)C(=O)O[C@@H]3OC4(C)CC[C@@H]1[C@]32OO4	9%
N#CN=C1SCCN1Cc1ccc(Cl)nc1	26%
Cc1ccc(N2C(=O)/C(=C/c3ccc(CN(CCC#N)S(C)(=O)=O)o3)C(=O)NC2=S)cc1C	-1%
CCCCOC(=O)N(C)SN(C)C(=O)Oc1cccc2c1OC(C)(C)C2	-4%
CNC[C@H](O)c1ccc(O)c(OC)c1	10%[21 µM]
CCCCCCCCCCCCCC(=O)O[C@@H]1[C@@H](C)[C@@]2(O)[C@@H](C=C(CO)C[C@]3(O)C(=O)C(C)=C[C@@H]23)[C@@H]2C(C)(C)[C@]12OC(C)=O	15%
OC[P+](CO)(CO)CO	-4%
COc1ccc(CN2C(=O)NC(=O)/C(=C/c3ccc([N+](=O)[O-])o3)C2=O)cc1	0%
CC/C=C\C/C=C\C/C=C\C/C=C\C/C=C\CCCC(=O)NCCc1ccc(O)c(O)c1	-3%
C=C(C)CCl	18%
COc1ccc2c(c1O)-c1cccc3c1C(C2)N(C)CC3 (centres undefined)	9%[56.1 µM]
COC(=O)c1cc(COc2cc(C)cc3oc(=O)c4c(c23)CCC4)c(C)o1	6%
CCCC(=O)Cl	6%
CC(C)(C)OO	2%&10%
COc1ccccc1-c1[se]c2ccccc2c1I	-5%
COC(C)(C)C	12%
N#CCBr	8%
CCOC(=O)c1c(N)n(Cc2ccc(OC)cc2)c2nc3ccccc3nc12	-2%
Clc1cccc2ccccc12	11%
c1ccc(OP(Oc2ccccc2)Oc2ccccc2)cc1	8%
C=CC(=O)OCC	7%

Sorted by formula weight (descending): three of the compounds above
SMILES	TDP1 inh
CCCCCCCCCCCCCC(=O)O[C@@H]1[C@@H](C)[C@@]2(O)[C@@H](C=C(CO)C[C@]3(O)C(=O)C(C)=C[C@@H]23)[C@@H]2C(C)(C)[C@]12OC(C)=O	15%
CCCc1cc2c(n1Cc1ccco1)C(C)C1CN(C(=O)c3ccccc3)C(C)(C(=O)OC)C21 (centres undefined)	-1%
COc1ccc2c(c1O)-c1cccc3c1C(C2)N(C)CC3 (centres undefined)	9%[56.1 µM]

Other structures follow.
SMILES	TDP1 inh
CCCCC/C=C\C/C=C\C/C=C\C/C=C\CCCC(=O)NCc1ccc(O)c(OC)c1	4%&9%
CCBr	4%
CC1=C2C[C@H]3[C@@H](CC=C4C[C@@H](O)CC[C@@]43C)[C@@H]2CC[C@]12O[C@@H]1C[C@H](C)CN[C@H]1C2C (some centres undefined)	5%
CC(C)C[C@H](NC(=O)[C@H](CC(C)C)NC(=O)[C@H](Cc1ccccc1)NC(=O)[C@@H](N)Cc1ccc(O)cc1)C(=O)N[C@@H](CCCN=C(N)N)C(=O)N[C@@H](CC(N)=O)C(=O)N1CCC[C@H]1C(=O)O	6%
C[C@H](Cc1ccc2c(c1)OC(C(=O)O)(C(=O)O)O2)NC[C@H](O)c1cccc(Cl)c1	6%[56.1 µM]
CC(=O)O[C@H]1C[C@@H](O[C@@H]2[C@H](C)O[C@H](O[C@@H]3[C@H](C)O[C@H](O[C@@H]4CC[C@@]5(C)[C@@H](CC[C@]6(C)[C@]5(C)C[C@H](O)[C@]5(C)[C@@H](C7=CC(=O)OC7)CC[C@@]56O)C4)C[C@@H]3O)C[C@@H]2O)O[C@@H](C)[C@H]1O[C@H]1O[C@@H](CO)[C@@H](O)[C@@H](O)[C@@H]1O	3%[21 µM]
O=c1[nH]c(=S)[nH]c(O)c1N=Nc1ccc(-c2ccccc2)cc1[N+](=O)[O-]	5%
CN(C)c1ccc(NC(=O)c2sc3nc4c(cc3c2N)N2CCC4CC2)cc1	8%
CN(C)c1ccc(N)cc1	26%
CCOC(=O)C(SP(=S)(OC)OC)c1ccccc1 (centres undefined)	-4%
C[C@@H]1O[C@H](C[N+](C)(C)C)C[C@H]1O	7%
C[N+]1([O-])[C@H]2CC[C@H]1CC(OC(=O)[C@@H](CO)c1ccccc1)C2 (some centres undefined)	2%
O=[N+]([O-])/C=C/c1ccccc1	8%
O=C(O)c1cc(Cl)ccc1Cl	14%
O=P1(Oc2ccccc2)CC(O)C(O)C(COCc2ccccc2)O1 (centres undefined)	6%
O=NO	15%&17%
CCC(Cl)[N+](=O)[O-] (centres undefined)	13%
O=[N+]([O-])c1ccccc1O	9%

A portion of the library, so the mix of outcomes need not match the whole.
